N370S GC mod = inhibits or activates N370S mutant glucocerebrosidase; P04062; N370S GC spleen homogenate, 4MU-glucoside fluorescence; Potency, µM (highest dose often 59.4 µM), for the others: top-dose activity change, negative = inhibition, actives largely listed as inhibitors; 330,000 compounds, 0.092% hits;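 further: 0% = full enzyme activity and -100% = no enzyme basal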
KAT2A inh = GCN5L2 (KAT2A) acetyltransferase inhibition | Potency, µM (series often up to 58.9 µM), for the others: at the highest dose activity change, negative = inhibition, most hits filed as inhibitors | GCN5L2 HAT assay, ThioGlo1 CoA-SH fluorescence | AID 504327 | Q92830 | 390,000 compounds, 0.21% hits
Target sequence (Q92830 whole entry, looked up): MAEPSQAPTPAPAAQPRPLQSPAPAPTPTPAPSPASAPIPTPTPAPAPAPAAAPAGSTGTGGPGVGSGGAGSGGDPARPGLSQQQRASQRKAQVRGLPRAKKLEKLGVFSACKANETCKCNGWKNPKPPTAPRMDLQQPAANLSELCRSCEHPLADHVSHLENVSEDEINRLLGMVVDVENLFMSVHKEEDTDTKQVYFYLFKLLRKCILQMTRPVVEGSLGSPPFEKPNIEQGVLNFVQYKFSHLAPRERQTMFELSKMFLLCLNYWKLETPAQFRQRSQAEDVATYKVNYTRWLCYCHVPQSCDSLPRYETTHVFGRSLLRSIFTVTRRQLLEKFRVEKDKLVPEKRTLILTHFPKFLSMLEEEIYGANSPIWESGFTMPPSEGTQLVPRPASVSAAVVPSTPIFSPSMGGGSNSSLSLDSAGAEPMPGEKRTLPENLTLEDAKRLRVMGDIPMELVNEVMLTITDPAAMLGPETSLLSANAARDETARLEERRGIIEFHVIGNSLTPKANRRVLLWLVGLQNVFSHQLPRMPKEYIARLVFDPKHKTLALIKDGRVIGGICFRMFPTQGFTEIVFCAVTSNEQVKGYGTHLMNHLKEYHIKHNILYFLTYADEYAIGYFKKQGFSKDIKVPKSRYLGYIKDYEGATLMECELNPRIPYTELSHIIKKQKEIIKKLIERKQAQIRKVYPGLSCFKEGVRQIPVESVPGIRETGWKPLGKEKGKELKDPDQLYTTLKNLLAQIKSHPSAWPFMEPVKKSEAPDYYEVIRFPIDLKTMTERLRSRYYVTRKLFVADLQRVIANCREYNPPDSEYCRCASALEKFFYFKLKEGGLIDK
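Enzyme at 20nM final was mixed with library compounds for 15 min at room temperature. Peptide H3(1-25) at 75uM, acetyl-CoA at 70uM and ThioGlo1 at 50uM were then added. Plates were read immediately and after 20 min (Ex340nm/Em540nm).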
FEN1 inhibitor = human FEN1 inhibition. P39748. Recombinant FEN1 flap cleavage, fluorescence, 15 min. Potency, µM (highest dose often 114 µM), for inactives: top-dose activity change, negative = inhibition, most hits filed as inhibitors. 390,000 compounds, 0.35% hits. AID 588795; further: nearly all actives have a fitted effect of over 65% in size
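Recombinant FEN1 (10 nM) was preincubated with pin-transferred compounds for 15 min at room temperature, then flap DNA substrate (50 nM final) was added. Plates were read at 0 and 15 min, and normalized concentration–response data were fitted to a four-parameter Hill equation.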
An asterisk follows results filed as active; u = inconclusive; x = no result given; & = joins results of further samples; [ ] = dose if it differs, or a comment. The call rests on the fitted dose curve; in most records, active means well fitted curve in the direction sought with a large enough effect; inconclusive means small, poorly fitted or top-dose-only effect, or another doubt; inactive means no such curve, though single readings can be large; an effect the other way counts as inactive or inconclusive. Unless noted, on the % scale 0 is the no-effect control and ±100 the full control effect; potency means the concentration at half of the fitted maximal effect.

SMILES	N370S GC mod	KAT2A inh	FEN1 inhibitor
Cc1nc(SCC(=O)NC2CCS(=O)(=O)C2)c2c(C)c(C)sc2n1 (stereo not drawn)	x	-10.0%	-5.6%
COc1ccc(N2CCN(C(=O)c3cc4c(s3)-c3c(C)cccc3OC4)CC2)cc1	x	-1.3%	-10.1%
O=C1CCCC(O)=C1C(C#Cc1ccccc1)C1=C(O)CCCC1=O	-1.1%	-2.5%	1.7%
CC(=O)c1cc(-c2ccccc2)n(CCC(=O)NCc2cccs2)c1C	5.1%	-1.5%	7.0%
O=C(CNC(=O)c1ccccc1)N/N=C/c1ccccc1Cl	1.3%	-8.0%	-3.4%
COC(=O)C(C)N=Cc1ccccc1 (stereo not drawn)	3.1%	-1.4%	6.8%
COc1ccc(C(=O)N2CCc3[nH]nc(-c4ccccc4)c3C2)cc1	4.0%	-2.8%	17.0%
N#Cc1ccc(CN2C(=O)NC3(CCCCCC3)C2=O)cc1	-3.6%	-0.2%	-2.7%
CC(=O)c1c(C)[nH]c(=S)c(C#N)c1-c1ccc(F)cc1	-0.8%	-7.8%	-0.2%
OC(C#CCN1CCOCC1)(c1ccccc1)C1CCCCC1 (stereo not drawn)	-10.1%	-28.5%	-1.6%
O=C(/C=C/c1ccc(Cl)cc1)NC(=S)Nc1ccc(CN2CCOCC2)cc1	8.7%	0.2%	0.1%
O=C(O)c1ccccc1-c1ccccc1C(=O)NCc1ccccc1Cl	1.5%	u	-3.6%
CCOc1cccc(N2C(=O)CC(n3cnc4ccccc43)C2=O)c1 (stereo not drawn)	1.6%	-12.3%	1.5%
CSc1scc2c1-c1nc(SCC(=O)C(C)(C)C)ncc1CC2	u	-4.6%	-22.4%
COc1ccc(CC(=O)NCCc2ccc(OC)c(OC)c2)cc1	-1.6%	0.6%	-1.3%
CC(C)c1cc(C(=O)N2CCN(C(c3ccccc3)c3ccccc3)CC2)no1	7.0%	-11.6%	-11.2%
O=[N+]([O-])c1cccc(N/N=C/c2ccc(N3CCOCC3)cc2)c1	-1.0%	-8.6%	-16.2%
O=c1c(Cc2ccccc2)c(O)nc2n1CCCS2	8.9%	0.0%	3.9%
O=C(NN1CCN(Cc2ccccc2Cl)CC1)c1ccc(Br)cc1	-4.3%	4.8%	-0.1%
COc1cc(C(=O)O[C@H]2C/C(C)=C/CC[C@@]3(C)O[C@@H]3[C@H](O)[C@@H]2C(C)C)cc(OC)c1OC	3.3%	-6.5%	3.6%
COc1ccc(OC)c(-c2nc(CN(C)C(C)c3ccncn3)c(C)o2)c1 (stereo not drawn)	6.1%	-7.5%	-7.3%
CCOC(=O)c1c(S(=O)(=O)N2CCCCCC2)c(C)n(C)c1C	-8.0%	-0.3%	0.8%
CCc1ccc(NC(=O)CSc2nnc(-c3ccccn3)n2C)cc1	9.9%	-0.7%	-1.4%
C=CCn1c(SCCCCCC)nc(O)cc1=O	-0.2%	-3.4%	-8.6%
Cc1ccc(C)c(NC(=O)c2cc(-c3cc(C)cc(C)c3O)n[nH]2)c1	-7.3%	-2.1%	-3.5%
CCOc1ccc(NC(=O)c2ccc(C#CC(C)(C)O)cc2)cc1	u	-2.0%	-1.0%
COc1nnc(-c2ccc(N3CCCCC3)c(NC(=O)c3ccccc3)c2)c2ccccc12	x	2.1%	-5.1%
COc1ccc(Cn2c(C(=O)O)c(CNCc3cccs3)c3ccc(C)cc32)cc1	x	-5.0%	-8.6%
COC(CNc1cc(=O)oc2ccccc12)OC	x	-7.0%	-11.4%
Clc1ccc(CN=C(Nc2ccccc2)NC2CCCCC2)cc1	4.6%	-18.0%	9.1%
CCCc1cnc(N2CCN(C(=O)c3c(-c4ccccc4)noc3C)CC2)nc1	-0.3%	-1.8%	1.6%
CCOc1ccc(/C=N/Nc2nc(C)cs2)c(O)c1	1.8%	-7.7%	8.9%
Cc1ccc(CCNC(=O)CCn2c(=O)c3cccn3c3ccc(F)cc32)cc1	-7.5%	-2.9%&-11.6%	3.9%&-6.4%
Cn1nc(-c2ccc(C(=O)Nc3cccc(C(F)(F)F)c3)cc2)c2ccccc2c1=O	x	-6.5%	-3.6%
Cc1ncc(CN2CCCCC2C(=O)Nc2ccc(Oc3ccccc3)nc2)cn1 (stereo not drawn)	0.9%	0.7%	-3.1%
CCC(c1nnnn1CS(=O)(=O)c1ccc(C)cc1)N1CCN(c2nc3ccccc3s2)CC1 (stereo not drawn)	5.9%	-7.6%	4.6%
CC1=C(C(=O)OCCOc2ccccc2)C(c2ccsc2)NC(=O)N1C (stereo not drawn)	7.9%	-7.3%	7.4%
CN(C)C(=O)CCc1ccc2c3c([nH]c2c1)[C@]1(C)[C@@H](C(=O)N2CCOCC2)C[C@H](CC(=O)NCCc2ccccn2)C(=O)N1CC3	x	-2.4%	16.7%
CC(C)COC(=O)CNc1n[nH]c(=S)[nH]c1=O	11.4%	-11.9%	-2.6%
Cc1ccc(CNC(=O)C2CC(=O)OC23CCCC3)c(C)c1 (stereo not drawn)	20.8%	-8.1%	-1.9%

7 entries from above, sorted by molar mass, descending.
SMILES	N370S GC mod	KAT2A inh	FEN1 inhibitor
CCC(c1nnnn1CS(=O)(=O)c1ccc(C)cc1)N1CCN(c2nc3ccccc3s2)CC1 (stereo not drawn)	5.9%	-7.6%	4.6%
Cc1ncc(CN2CCCCC2C(=O)Nc2ccc(Oc3ccccc3)nc2)cn1 (stereo not drawn)	0.9%	0.7%	-3.1%
Cc1ccc(CCNC(=O)CCn2c(=O)c3cccn3c3ccc(F)cc32)cc1	-7.5%	-2.9%&-11.6%	3.9%&-6.4%
CC1=C(C(=O)OCCOc2ccccc2)C(c2ccsc2)NC(=O)N1C (stereo not drawn)	7.9%	-7.3%	7.4%
CCc1ccc(NC(=O)CSc2nnc(-c3ccccn3)n2C)cc1	9.9%	-0.7%	-1.4%
CCOC(=O)c1c(S(=O)(=O)N2CCCCCC2)c(C)n(C)c1C	-8.0%	-0.3%	0.8%
CCOc1ccc(/C=N/Nc2nc(C)cs2)c(O)c1	1.8%	-7.7%	8.9%

Continuation:
SMILES	N370S GC mod	KAT2A inh	FEN1 inhibitor
Cc1c(CCO)c(=O)[nH]n1S(=O)(=O)c1ccccc1	-1.7%	4.0%	-0.7%
O=C(O)c1nc(Cl)c(Cl)c(N/N=C/c2ccccc2C(F)(F)F)c1Cl	u	-23.6%	9.9%
COc1ccccc1OC1=NS(=O)(=O)c2ccccc21	2.3%	-1.5%	0.3%
Cc1ccc(S(=O)(=O)Nc2ccc(-c3csc(-c4ccccc4)n3)cc2)cc1	4.2%	-14.1%	-17.1%
O=C(Oc1ccc2c3c(c(=O)oc2c1)CCCC3)c1cccs1	u	-12.7%	-10.5%
COc1cccc(/C=C/C(=O)OCC(=O)Nc2ccc(S(=O)(=O)N3CCCC3)cc2)c1	10.8%	-4.1%	-7.7%
CCOC(=O)c1ccc(S(=O)(=O)NNC(=O)c2cccc(N(C)C)c2)cc1	-10.0%	-9.0%	11.6%
Cc1ccc(C(C(=O)NC2CCCCC2)N(Cc2ccco2)C(=O)C2COc3ccccc3O2)o1 (stereo not drawn)	8.0%	-0.3%	1.0%
O=C(CCNC(=O)c1ccccc1Cl)Nc1cc(S(=O)(=O)N2CCOCC2)ccc1N1CCOCC1	2.5%	-16.5%	-3.1%
O=C(NNC(=S)NC1CCCCC1)c1cccc(S(=O)(=O)Nc2ccccc2Cl)c1	6.4%	-16.2%	-5.5%
COc1ccc(N2CCN(C(c3cc(OC)ccc3OC)c3nnnn3Cc3ccco3)CC2)cc1 (stereo not drawn)	5.7%	-20.0%	-10.0%
O=C(CSc1ccc2nnc(-c3ccc(F)cc3)n2n1)NCC1CCCO1 (stereo not drawn)	-1.7%	-6.1%	1.6%
CC(C)(C)c1ccc(OCC(=O)N2CCN(c3ncccn3)CC2)cc1	-0.3%	-3.7%	-19.4%
CCCCC(=O)Nc1ccc2c(c1)nc(CCN1CCN(C)CC1)n2C	-1.3%	-7.6%	-11.0%
COc1ccc(C(=O)CSc2nnc(CC(=O)Nc3ccccc3OC)n2C)cc1	-8.6%	-2.0%	-0.1%
COc1ccc(C(=O)/C=C/Nc2ccc(S(=O)(=O)Nc3cc(OC)nc(OC)n3)cc2)c(OC)c1	-5.4%	-13.4%	-3.4%
COC(=O)c1ccc(OC(=O)C23CCC(C)(C(=O)O2)C3(C)C)cc1 (stereo not drawn)	2.4%	-0.4%	0.7%
Cc1ccccc1C(=O)NNC(=O)C(=O)Nc1cccc(Cl)c1C	6.1%	-2.3%	-3.4%
Cc1nc2ccc(NC(=O)C3CCCCC3)cc2s1	x	-0.4%	17.7%
O=C(c1ccc(F)cc1)N1c2nc(-c3ccco3)nn2C2(CCCCC2)[C@@H]2CCCC[C@@H]21	x	-8.3%	-14.3%

Given with values under each structure: part of the list above.
Order of results: N370S GC mod | KAT2A inh | FEN1 inhibitor
> O=C(O)c1nc(Cl)c(Cl)c(N/N=C/c2ccccc2C(F)(F)F)c1Cl
→ u | -23.6% | 9.9%
> COc1ccccc1OC1=NS(=O)(=O)c2ccccc21
→ 2.3% | -1.5% | 0.3%
> Cc1ccc(S(=O)(=O)Nc2ccc(-c3csc(-c4ccccc4)n3)cc2)cc1
→ 4.2% | -14.1% | -17.1%

Continuation:
SMILES	N370S GC mod	KAT2A inh	FEN1 inhibitor
CC(C)(C)C1CCc2[nH]nc(C(=O)O)c2C1 (stereo not drawn)	-14.1%	-4.5%	-6.0%
CN1CCC(N(C)C(=O)c2cc(-c3ccccc3Cl)nc3ccccc23)CC1	x	-5.6%	10.4%
Cc1cc(C)c2oc(C(=O)N(Cc3cccs3)C3CCS(=O)(=O)C3)cc(=O)c2c1 (stereo not drawn)	-12.3%	0.7%	5.2%
Cc1nc2sc3c(c2c(=O)[nH]1)CCC3	-2.5%	-2.8%	9.1%
CCc1nc2nc(C)c(NS(=O)(=O)c3ccc(C)c(C)c3)c(=O)n2[nH]1	0.1%	0.9%	-2.7%
C=CCn1c(CSc2nc3ccccc3s2)nnc1SCC(=O)NCCN1CCOCC1	-7.9%	-4.9%	8.7%
CCOC(=O)C1=C(C)NC(=O)NC1c1ccc(OCC(N)=O)cc1 (stereo not drawn)	1.2%	0.5%	-0.5%
COc1ccc(-c2nnc(NC(=O)c3ccc(S(=O)(=O)N(C)CC4CCCO4)cc3)o2)c(OC)c1 (stereo not drawn)	-0.9%	0.0%	4.0%
Cc1cc(NC(=O)c2cc3n(n2)C(C(F)(F)F)CC(c2ccco2)N3)n(-c2ccccc2)n1 (stereo not drawn)	5.4%	-0.8%	-2.2%
COC(=O)c1cn(-c2ccccc2)nc1-c1ccccc1	-0.7%	-5.9%	-0.1%
CCc1cccc(-n2nnc(-c3nsc(NC(=O)c4cccs4)n3)c2C)c1	x	2.5%	1.4%
O=C(O)CSc1nc(-c2ccccc2)nc2c1CCCC2	-4.6%	2.1%	-0.6%
CC(C)(C)NC(=O)CCCSc1nc2ccccc2s1	1.1%	-2.3%	0.1%
CC(Sc1nnnn1C1CC1)C(=O)N1CC(=O)Nc2ccccc21 (stereo not drawn)	x	-2.5%	6.7%
Cc1ccc(/C(N)=N/OC(=O)Oc2ccccc2)cc1	0.2%	-21.6%[0.501 µM]	0.8%
O=C(N/N=C/C=C/c1ccccc1)c1ccccc1Br	4.9%	-8.7%	10.9%
COc1ccc(C(C(=O)NC2CCCCC2)N(C(=O)Cc2c[nH]c3ccccc23)c2ccccc2C)cc1OC (stereo not drawn)	-6.3%	-9.7%	3.2%
Cc1noc(C)c1COC(=O)c1ccc(-c2nc3ccccc3s2)s1	-8.4%	0.0%	-17.0%
O=c1oc2cc(O)ccc2cc1-c1ccc(F)cc1	u	-21.7%	6.2%
O=C(CSc1nnnn1-c1ccccc1)N1CCc2ccccc2C1	-2.6%	1.3%	-0.4%
C=CCN1C(=O)c2ccc(C(=O)N3CCC(C(=O)OCC)CC3)cc2C1=O	-1.6%	-5.6%	5.6%
COc1ccccc1-c1cn(S(=O)(=O)c2ccc(F)cc2)nc1N	8.3%	-5.5%	-12.0%
CC(C)N(C(=O)Nc1ccc2nsnc2c1)C(C)C	3.9%	-19.7%	u
CCC1ON(C(C)C)C2c3nc4ccccc4n3CC12 (stereo not drawn)	1.1%	17.2%	14.1%
Cn1c(=O)c(-c2ccc(F)cc2)nc2cnc(OCc3ccccc3)nc21	3.7%	-9.0%	x
COc1cc2c(C(=O)NCCCN3CC(C)CC(C)C3)cn(CC(C)C)c(=O)c2cc1OC (stereo not drawn)	0.1%	2.7%	-1.1%
O=C1CCC(=O)N1c1ccc(NCCc2ccccc2F)c([N+](=O)[O-])c1	-0.7%	0.6%	-14.2%
O=C(/C=C/c1ccc(Cl)cc1Cl)NC(=S)Nc1ccccn1	6.6%	-2.8%	8.6%
CN(CC(=O)Nc1ccccc1C(F)(F)F)C(=O)CSc1nc(N)cc(N)n1	x	2.7%	-0.9%
CCOC(=O)C1CCN(C(=O)c2ccccc2N(C)S(=O)(=O)c2ccccc2)CC1	-4.0%	-4.1%	-3.9%
Cc1ccc(NC(=O)CSc2nnc(CCC(=O)O)c(=O)[nH]2)cc1	-3.7%	-5.6%	-0.3%
O=C(CSc1nc2ccccc2s1)Nc1ccc(C(=O)O)cc1	-17.9%	14.8%	1.6%

Compounds as they come; 0.54% or so of the library scored in one or more.
